# Screening results from PubChem BioAssay.
# Akt phos inh – HTS Assay for Inhibitors of Akt Phophorylation: Primary Screen | 360,000 tested, 0.32% active | Neuro2A IGF-stimulated pAkt S473 HTRF, 20 min; active compounds read low | activity change, % for hits at 50 µM | AID 651550, 2012; in the data active = activity change below about -80%; inconclusive = mostly about -51% to -80%; note: % is set by controls: 0 for no effect and ±100 for the full control effect
#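 Neuro2A cells in DMEM with 0.5% FBS, overnight at 37 deg C, given compound at single 50 µM final, then IGF (6 nM final) for 20 min at 37 deg C. Lysed; phospho-Akt Ser473 by HTRF after 24 h, 665/615 ratio.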
# TDP43 rescue – qHTS of TDP-43 Inhibitors; 410,000 tested, 1.8% active; Potency, µM (series often up to 46.1 µM), without a hit: at the highest dose growth rescue (activation), most hits filed as activators; TDP-43 expressing yeast growth rescue, BacTiter-Glo, 24 h; note: potency is the fitted concentration of half-maximal effect; % of control where 0% means no effect; nearly all actives have a fitted effect of over 50% in size
#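 Galactose-induced TDP-43 yeast, OD600=0.02, compound pinned; 24 hr, 30 deg C; BacTiter-Glo luminescence for growth. Inhibitors of TDP-43 toxicity read as activators.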
# FUS yeast rescue – qHTS for Suppressors of FUS Proteinopathy: Primary screen using FUS-linked yeast assay; S. cerevisiae FUS-expressing, growth rescue, OD600, 24 h; Potency, µM (titrated, usually from 76.6 µM), without a hit: at the highest dose growth rescue (activation), usual class: activators; 390,000 tested, 0.24% active; AID 1347120, 2019;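 note: potency is the fitted concentration of half-maximal effect; plate controls were DMSO vehicle for no effect and reference control for full effect; nearly all actives have a fitted effect of over 55% in size; some results filed as inactive show a strong effect at the top dose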
#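 Quantitative HTS measuring growth restoration of FUS-toxic yeast. Galactose-induced cells (OD 0.005) were exposed 24hr at 30C to compounds at several concentrations, then absorbance at 600 nm was recorded.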
# D3 antag – qHTS of D3 Dopamine Receptor Antagonist: qHTS | D3R cells, DiscoveRx beta-arrestin luminescence, antagonist mode; active compounds read low | max response, negative = inhibition, % | 360,000 tested, 2.5% active | AID 652054, 2013; in the data active = max response below about -50%; inconclusive = no clear call, values can overlap the other calls; note: % is set by controls: 0 for no effect and ±100 for the full control effect; mostly tested at two doses, the higher about 12 µM
# Target sequence (P35462 whole entry, looked up): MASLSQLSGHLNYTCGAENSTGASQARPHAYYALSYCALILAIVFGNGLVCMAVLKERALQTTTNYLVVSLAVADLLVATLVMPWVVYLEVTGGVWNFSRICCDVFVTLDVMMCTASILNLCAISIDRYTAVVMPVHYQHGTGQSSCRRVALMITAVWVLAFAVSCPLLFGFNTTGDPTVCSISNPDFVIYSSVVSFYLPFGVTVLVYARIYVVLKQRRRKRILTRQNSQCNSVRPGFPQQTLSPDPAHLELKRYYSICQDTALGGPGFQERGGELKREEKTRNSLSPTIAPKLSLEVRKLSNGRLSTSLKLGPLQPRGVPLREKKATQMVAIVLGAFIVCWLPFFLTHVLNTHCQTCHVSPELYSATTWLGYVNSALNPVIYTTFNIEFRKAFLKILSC
#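 Cells plated overnight at 1500 cells/well, then exposed to library compounds with dopamine controls for 90 minutes at 37 degrees C. DiscoveRx reagent added for 30–60 minutes at room temperature; luminescence read, quantitative HTS format.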
# PTHR1 agonist – qHTS for PTHR1 Agonists: Primary Screen; Parathyroid hormone/parathyroid hormone-related peptide receptor (Homo sapiens), Q03431; HEK293 GP2 PTHR1 cells, GloSensor cAMP luminescence, 1 h; Potency, µM (series often up to 115 µM), inactives show top-dose activation, actives largely listed as activators; 410,000 tested, 0.075% active; AID 743266, 2014; note: potency is the fitted concentration of half-maximal effect; nearly all actives have a fitted effect of over 55% in size; some results filed as inactive show a strong effect at the top dose; inactives centre near -15; many of its hits are not listed in these tables
#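 HEK-293-derived GP2 cells expressing PTHR1 and a GloSensor cAMP reporter, 3,000/well, plated overnight, given luciferin plus IBMX (each 0.5 mM as added) for 1 h at 37 °C, then compound for 1 h at 37 °C. Luminescence was read after 15 min at room temperature.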
# GLP1R ag – qHTS of GLP-1 Receptor Agonists; HEK293 GLP-1R CRE-luciferase, luminescence, 4-6 h; cells express a hypersensitive GLP-1R form; Potency, µM (highest dose often 45.6 µM), without a hit: at the highest dose activation, most hits filed as activators; 380,000 tested, 0.007% active; note: potency is the fitted concentration of half-maximal effect; % of control where 0% means no effect
# Target sequence (P43220 whole entry, looked up): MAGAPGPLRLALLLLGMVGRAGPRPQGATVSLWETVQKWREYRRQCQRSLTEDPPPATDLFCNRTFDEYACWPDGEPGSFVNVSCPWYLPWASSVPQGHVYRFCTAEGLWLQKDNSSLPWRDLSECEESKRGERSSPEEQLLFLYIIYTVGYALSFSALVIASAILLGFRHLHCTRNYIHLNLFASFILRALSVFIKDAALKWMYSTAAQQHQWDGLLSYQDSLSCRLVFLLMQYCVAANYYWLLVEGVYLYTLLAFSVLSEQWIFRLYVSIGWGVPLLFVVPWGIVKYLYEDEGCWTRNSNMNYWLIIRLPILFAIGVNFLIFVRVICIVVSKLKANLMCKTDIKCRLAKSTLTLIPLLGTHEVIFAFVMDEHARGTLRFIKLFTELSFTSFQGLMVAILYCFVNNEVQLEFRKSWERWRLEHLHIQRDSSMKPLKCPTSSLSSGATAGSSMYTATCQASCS
# aSyn rescue – qHTS of alpha-syn Inhibitors | Yeast expressing alpha-synuclein, growth rescue, BacTiter-Glo, 24 h | Potency, µM (highest dose often 46.1 µM), for inactives: at the top dose growth rescue (activation), usual class: activators | 370,000 tested, 0.14% active | AID 652106, 2013; note: potency is the fitted concentration of half-maximal effect; % of control where 0% means no effect; nearly all actives have a fitted effect of over 65% in size
#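 Screening used galactose-induced yeast with toxic alpha-synuclein levels, exposed to compound for 24 hr at 30 deg C. Cell growth, read with BacTiter-Glo luminescence, gave the measured signal.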
# GLP-1R inv ag – qHTS of GLP-1 Receptor Inverse Agonists (Inhibition Mode). Glucagon-like peptide 1 receptor (Homo sapiens), P43220. HEK293 GLP-1R CRE-luciferase, luminescence, 24 h; GLP-1R form is constitutively active. Potency, µM (doses to about 38.3 µM), for inactives: at the highest dose activity change, negative = inhibition, actives largely listed as inhibitors. 410,000 tested, 1.6% active; note: potency is the fitted concentration of half-maximal effect; % is set by controls: 0 for no effect and ±100 for the full control effect; nearly all actives have a fitted effect of over 55% in size
#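 Readout was luciferase luminescence, measured 12 min after detection reagent at room temperature. Beforehand, GLP-1R reporter HEK293 cells had sat 12 h, then received compounds for 24 hr at 37 deg C.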
# Abeta yeast res – qHTS for compounds that reverse cellular toxicity of Amyloid beta (A-beta) peptide in yeast: Primary Screen | Potency, µM (doses to about 46.1 µM), for the others: at the top dose growth rescue, hits mostly activators | AID 1347071, 2019 | yeast expressing A-beta42, growth rescue, OD600, 48 h; response scale: 0% DMSO, 100% iron-clioquinol control | 410,000 tested, 0.063% active; note: potency is the fitted concentration of half-maximal effect; nearly all actives have a fitted effect of over 55% in size
#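 Growth rescue measured by 600 nm absorbance after 48 h yeast culture at 30 C with compound. Values normalized between DMSO and an equimolar ferric chloride plus clioquinol control.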
# * marks the source's active call; other numbers are inactive results; i = inactive; ? = inconclusive; / = no result given; [ ] = another dose, or the depositor's remark. Unless noted, calls come from the whole dose curve; as a rule, active = well fitted curve in the direction sought with a large enough effect; inconclusive = small, poorly fitted or top-dose-only effect, or another doubt; inactive = no such curve, though single readings can be large; an effect the other way counts as inactive or inconclusive.
SMILES,Akt phos inh,TDP43 rescue,FUS yeast rescue,D3 antag,PTHR1 agonist,GLP1R ag,aSyn rescue,GLP-1R inv ag,Abeta yeast res
Cc1cc(=O)oc(C)c1C(=O)OCC(=O)c1ccc(Cl)c(Cl)c1,i,13%,2%,17,?,1%,-11%,-6%,5%
CC(=O)c1ccc(-c2cccc3nccn23)cc1,i,16%,-13%,0,i,-10%,2%,13%,-4%
CCCC(c1nnnn1CS(=O)(=O)c1ccc(C)cc1)N1CCN(c2ccccc2)CC1 (stereo unspecified),i,13%,41%,16,-3%[57.5 µM],-3%,12%,?,10%
CN1CCN(S(=O)(=O)c2ccc(NC(=O)c3ccc([N+](=O)[O-])cc3)cc2)CC1,i,0%,4%,-12,-41%[inhibitor],18%,1%,-14%,18%
CCOC(=O)/C(C#N)=C\C1=C(N2CCCC2)CC(C)(CC)OC1 (stereo unspecified),i,-4%,-15%,-21,-2%[57.5 µM],-1%,0%,6%,25%
COC(=O)c1cc(O)c(O)c(O)c1,i,-9%,-6%,-1,-21%,7%,-11%,8%,3%
CCOC(=O)C1CCN(S(=O)(=O)c2cccc3nonc23)CC1,i,5%,5%,2,-2%[57.5 µM],4%,0%,8%,1%
CCOC(=O)c1ccccc1NC(=O)COC(=O)CSc1ccccc1,i,-4%,-4%,0,-3%,-2%,-13%,14%,-3%
COc1cc([C@@H]2CC=C(C(=O)O)[C@H](c3ccc(F)cc3)N2S(=O)(=O)c2ccc(C)cc2)cc(OC)c1OC,i,0%,0%,0,-6%,-3%,-3%,13%,-9%
COC(=O)Cc1c(C)c2cc3c(c(C)c2oc1=O)OCN(CCc1ccc(F)cc1)C3,/,12%,14%,/,-18%,/,/,4%,10%
O=C(/C=C/c1cccs1)Nc1ccc([N+](=O)[O-])cc1,i,10%,/,-26,-13%,1%,-5%,11%,-6%
Cc1cc(Nc2ccc(C)c(C)c2)n2cnnc2n1,/,?,-20%,/,-4%,/,/,9%,-3%
O=C1c2ccccc2C(c2nnnn2Cc2ccccc2)N1CCCN1CCOCC1 (stereo unspecified),i,-7%,-13%,-16,-3%,4%,-4%,26%,-2%
Cc1csc(NC(=O)c2nn(C)c(C)c2[N+](=O)[O-])n1,i,5%,-6%,8,i,11%,-9%,3%,-22%
Cc1cccc(NC2=NC3(CCCCC3)N=C(N)N2)c1,i,1%,19%,8,-5%,-10%,-8%,-29%,-4%

# As entered above:
# `O=C1c2ccccc2C(c2nnnn2Cc2ccccc2)N1CCCN1CCOCC1` (stereo unspecified) | GLP-1R inv ag: 26%
# `O=C(/C=C/c1cccs1)Nc1ccc([N+](=O)[O-])cc1` | aSyn rescue: -5%
# `Cc1cc(Nc2ccc(C)c(C)c2)n2cnnc2n1` | GLP-1R inv ag: 9%

# Results in GLP1R ag, D3 antag and Akt phos inh, for three of the compounds above:
molecule,GLP1R ag,D3 antag,Akt phos inh
CCCC(c1nnnn1CS(=O)(=O)c1ccc(C)cc1)N1CCN(c2ccccc2)CC1 (stereo unspecified),-3%,16,i
Cc1cccc(NC2=NC3(CCCCC3)N=C(N)N2)c1,-10%,8,i
Cc1csc(NC(=O)c2nn(C)c(C)c2[N+](=O)[O-])n1,11%,8,i

# Continued.
SMILES,Akt phos inh,TDP43 rescue,FUS yeast rescue,D3 antag,PTHR1 agonist,GLP1R ag,aSyn rescue,GLP-1R inv ag,Abeta yeast res
Cc1oc(-c2ccccc2Cl)nc1CN(C)C(C)c1ccon1 (stereo unspecified),i,-5%,17%,-18,i,6%,-8%,-10%,-11%
CNC(=O)COC(=O)c1cc(NC(=O)c2ccco2)c(OC)c(OC)c1,i,2%,11%,16,-6%,-3%,-3%,22%,-4%
COc1ccc(C2C3=C(CC(C)(C)CC3=O)Nc3cc4c(cc32)OCO4)cc1 (stereo unspecified),i,?,10%,-18,-7%,0%,21%,-2%,27%
CCc1nc(SCc2ccccc2)n[nH]1,i,19%,-2%,-2,i,-2%,1%,-27%,10%
O=C(CNC(=O)c1ccc(Cl)cc1)OCc1cc(=O)n2nc(C3CC3)sc2n1,/,1%,4%,/,-4%,/,/,10%,1%
Cc1ccc(C2=NN(C(=O)c3ccccc3F)C(c3ccccc3F)C2)cc1 (stereo unspecified),i,30%,36%,0,-18%,11%,-1%,-91%,-14%
O=C(Nc1ccc2[nH]c(=O)[nH]c2c1)c1c(F)c(F)c(F)c(F)c1F,i,-3%,-2%,-21,-4%,4%,1%,28%,6%
Cc1ccc(S(=O)(=O)NC(=O)Nc2nnc(C)s2)cc1,i,-13%,13%,2,i,-12%,-5%,2%,-1%
CN(c1cccc(F)c1)c1cc2c(c3c1ccn3C)C1CCC2O1 (stereo unspecified),i,?,29%,-12,i,-3%,0%,?,?
CCCSc1ncc(Cl)c(C(=O)N(Cc2ccc(N(C)C)cc2)C2CCS(=O)(=O)C2)n1 (stereo unspecified),/,17%,?,/,21%,/,/,8%,6%
CC1CC(C)CN(C(=O)CSc2nnc(CSc3ncccn3)n2C)C1 (stereo unspecified),i,2%,0%,-18,i,-2%,-6%,1%,5%
COc1ccc(-c2sc3ccccc3c2/C=C/c2ccncc2)cc1,i,?,?,72,i,7%,-23%,?,-76%[inhibitor]
COc1ccccc1-c1c(C)nn2c(N3CCC(C(N)=O)CC3)cc(C)nc12,i,15%,-4%,-21,i,4%,0%,31%,-4%
O=C(O)CNC(=O)c1ccc(N2CCOCC2)cc1[N+](=O)[O-],i,5%,10%,-12,-18%,-1%,-6%,10%,-2%
CC(=O)Nc1c2c(nn1-c1ccccc1C)CS(=O)C2 (stereo unspecified),i,14%,-29%,6,-23%,0%,3%,-9%,6%

# Grouped by structure, those above containing fluorine
SMILES,Akt phos inh,TDP43 rescue,FUS yeast rescue,D3 antag,PTHR1 agonist,GLP1R ag,aSyn rescue,GLP-1R inv ag,Abeta yeast res
COc1cc([C@@H]2CC=C(C(=O)O)[C@H](c3ccc(F)cc3)N2S(=O)(=O)c2ccc(C)cc2)cc(OC)c1OC,i,0%,0%,0,-6%,-3%,-3%,13%,-9%
COC(=O)Cc1c(C)c2cc3c(c(C)c2oc1=O)OCN(CCc1ccc(F)cc1)C3,/,12%,14%,/,-18%,/,/,4%,10%
Cc1ccc(C2=NN(C(=O)c3ccccc3F)C(c3ccccc3F)C2)cc1 (stereo unspecified),i,30%,36%,0,-18%,11%,-1%,-91%,-14%
O=C(Nc1ccc2[nH]c(=O)[nH]c2c1)c1c(F)c(F)c(F)c(F)c1F,i,-3%,-2%,-21,-4%,4%,1%,28%,6%
CN(c1cccc(F)c1)c1cc2c(c3c1ccn3C)C1CCC2O1 (stereo unspecified),i,?,29%,-12,i,-3%,0%,?,?

# (list continues)
SMILES,Akt phos inh,TDP43 rescue,FUS yeast rescue,D3 antag,PTHR1 agonist,GLP1R ag,aSyn rescue,GLP-1R inv ag,Abeta yeast res
Cc1ccc(C(=O)NCCc2csc(-c3cccc(F)c3)n2)cc1C,/,29%,40%,/,-10%,/,/,-29%,-8%
CCCCCCCNC1=CC(=O)CC(c2ccccc2)C1 (stereo unspecified),i,20µM*,29%,1,i,7%,17%,11µM*,-12%
Oc1ccc(Br)cc1-c1ccnn1-c1ccccc1,i,?,0%,4,i,14%,5%,?,-10%
Cc1nn(C)c2c1c(C(F)(F)F)cc(=O)n2C(C)C(=O)NCCc1ccccc1 (stereo unspecified),/,26%,37%,/,i,/,/,-33%,-16%
CC1CCCC(NC(=O)COC(=O)CCc2ccccc2)C1C (stereo unspecified),i,?,-9%,14,i,7%,0%,7%,19%
Cc1cccc2c(=O)c(C(=O)NCCCN3CCOCC3)c[nH]c12,/,-22%,21%,-11,i,20%,-8%,0%,9%
CN(CC(=O)Nc1cccc(F)c1)C(=O)c1cc2c(s1)CCCCC2,i,-27%,41%,-23,-48%[inhibitor],13%,-4%,?,?
COc1cccc(C2CC(c3cccs3)=NN2C(=O)CSC2=NN3CCCC(=O)N=C3S2)c1OC (stereo unspecified),i,15%,?,0,-14%,14%,-1%,6%,-13%
COc1cc(C2CC(=O)c3cnc(NC(=O)c4ccco4)nc3C2)cc(OC)c1OC (stereo unspecified),i,-1%,9%,-7,i,13%,2%,4%,-4%
COc1ccc(-c2cnc(SCC(=O)Nc3cc(C)on3)n2Cc2ccco2)cc1,i,?,35%,-18,i,0%,15%,-11%,-4%
COC(=O)c1ccc(CN2CCN(CCc3ccccc3)C(CCO)C2)cc1 (stereo unspecified),i,-20%,6%,3,-15%,11%,-8%,-21%,2%
COc1ccc(/C=C/C(=O)NC(=S)NCC2CCCO2)cc1 (stereo unspecified),i,?,-3%,-3,-7%,8%,4%,-21%,-1%
O=C(Cn1c2[n+](c3ccc(C(F)(F)F)cc31)CCCCC2)Nc1c(F)cccc1F,i,12%,9%,18,i,0%,-7%,1%,0%
COc1ccc(N=Cc2ccc(-c3ccccc3)o2)cc1,i,0%,-4%,-12,-14%,4%,0%,?,-24%
S=c1[nH]nc(-c2ccc(Cl)cc2)n1CC1CCCO1 (stereo unspecified),i,-11%,21%,-72*,?,8%,4%,0%,-5%
COc1ccc(S(=O)(=O)NCCN2CCOCC2)cc1[N+](=O)[O-],i,-14%,0%,-10,-1%,1%,-4%,4%,7%
CCOc1ccccc1NC(=S)Nn1cnnc1,i,?,-2%,-21,-8%,-6%,-6%,3%,-82%[inhibitor]

# The list is partial; count on the stated rates, not on these rows.
